Compound activity: PubChem, The Scripps Research Institute Molecular Screening Center
OXTR potentiator – potentiates the human oxytocin receptor response; CHO-OTR cells, Fluo-8 calcium fluorescence, potentiator mode; 0% = oxytocin EC15, 100% = EC100; activation, % at 3 µM; P30559; 320,000 compounds, 0.061% hits;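 active = activation above that plate's cutoff, the mean activation of tested compounds plus 3 SD, cut at about 6.6% in these data, passing the limit was not always enough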;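 also: 100% uses oxytocin at 75 nM as the full agonist control; some results filed as inactive read as strong as hits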
Target sequence (P30559 whole entry, looked up): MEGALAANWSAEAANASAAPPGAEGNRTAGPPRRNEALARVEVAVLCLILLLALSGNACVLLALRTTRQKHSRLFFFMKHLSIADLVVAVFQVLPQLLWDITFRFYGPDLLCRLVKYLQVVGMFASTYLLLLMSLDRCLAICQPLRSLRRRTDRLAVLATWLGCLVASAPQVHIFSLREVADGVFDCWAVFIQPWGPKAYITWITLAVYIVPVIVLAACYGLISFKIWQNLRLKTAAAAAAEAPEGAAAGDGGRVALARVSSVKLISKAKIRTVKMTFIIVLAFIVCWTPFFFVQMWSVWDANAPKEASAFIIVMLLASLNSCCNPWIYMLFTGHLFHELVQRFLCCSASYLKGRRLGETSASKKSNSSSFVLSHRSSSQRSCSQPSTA
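assay system = CHO-OTR cells, human receptor | schedule = compound 6 min at room temperature before oxytocin, 100 s read | detection = Fluo-8 intracellular calcium fluorescence, ex 470-495, em 515-575 nm | evaluation = normalized max/min fluorescence ratio, % activation | control set = EC15 oxytocin alone as 0%, 75 nM oxytocin (EC100) as 100%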
TAAR1 antag – antagonists of human TAAR1 | AID 624466 | Q96RJ0 | 360,000 compounds, 1.5% hits | CHO RD-HGA16 TAAR1, Fluo-8 calcium fluorescence, antagonist | inhibition, % at 3 µM;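 active = inhibition above a per-plate cutoff, the mean inhibition of test compounds on that plate plus 3 SD, cut at about 49% in these data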;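 also: 0% = DMSO plus EC80 beta-PEA response and 100% = DMSO alone without agonist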
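Assay system: RD-HGA16 CHO cells with stable hTAAR1 and Gα16 / Reagent: EC80 β-phenethylamine stimulus / Doses: 3 µM, single point / Timing: dye loading 75 min at 37 °C, then 30 min room temperature / Measured by: Fluo-8 intracellular calcium dye fluorescence, real-time kinetic reads / Controls: vehicle wells and EC80 agonist wells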
M1 ag – agonists of human M1 muscarinic receptor. P11229. CHO-K1 hM1, Fluo-8 calcium fluorescence, agonist mode; 0% DMSO, 100% acetylcholine EC100. activation, % at 3 µM. 360,000 compounds, 0.33% hits;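 active = activation above the run's mean compound activation plus 3 SD, cut at about 16% in these data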;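 also: peak over basal fluorescence ratio within a 140 s kinetic read after compound addition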
TAAR1 agonist – agonists of human TAAR1; CHO RD-HGA16 TAAR1, Fluo-8 calcium fluorescence; vehicle wells 0%, saturating PEA agonist 100%; AID 624467; 360,000 compounds, 0.99% hits; Q96RJ0; activation, % at 3 µM;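 active = activation above the mean activation of all test compounds in the run plus 3 SD, cut at about 38% in these data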
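Signal – calcium-sensitive Fluo-8 signal, excitation 470-495, emission 515-575 nm · System – RD-HGA16 (CHO) cells co-expressing Gα16 and hTAAR1 · Incubation – 17-24 h seeding, 75 min 37 °C dye, 30 min RT · Compound dosing – 3 µM single concentration · Repeats – no replicates (n 1)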
V1aR counter – counter-screen for oxytocin receptor agonists: human V1a receptor agonists. P37288. CHO-V1R cells, Fluo-8 calcium fluorescence, agonist mode; 0% DMSO, 100% 3 nM vasopressin. activation, % at 3 µM. 320,000 compounds, 0.25% hits. AID 2797;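 active = activation above the mean activation of all tested compounds plus 3 SD, per screening run, cut at about 20% in these data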;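 also: signal is peak over basal fluorescence ratio across a 100 second FLIPR read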
Target sequence (P37288 whole entry, looked up): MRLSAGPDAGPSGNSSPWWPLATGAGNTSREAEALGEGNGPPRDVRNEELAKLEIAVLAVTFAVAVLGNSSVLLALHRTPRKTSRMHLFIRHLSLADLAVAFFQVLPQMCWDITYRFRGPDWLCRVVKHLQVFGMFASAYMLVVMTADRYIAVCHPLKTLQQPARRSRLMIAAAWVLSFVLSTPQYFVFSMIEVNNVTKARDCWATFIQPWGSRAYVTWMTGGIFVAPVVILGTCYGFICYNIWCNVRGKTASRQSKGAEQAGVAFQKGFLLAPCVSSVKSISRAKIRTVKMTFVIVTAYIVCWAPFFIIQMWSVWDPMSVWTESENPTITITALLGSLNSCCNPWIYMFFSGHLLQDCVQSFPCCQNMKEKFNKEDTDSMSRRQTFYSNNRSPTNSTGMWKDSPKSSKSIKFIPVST
CHO-K1 Ca ag – counter-screen for M1 agonists: effect in parental CHO-K1 cells | Fluo-8 calcium fluorescence; scaled to maximal ATP response, vehicle zero | activation, % at 3 µM | 360,000 compounds, 0.48% hits; in the data active = activation above about 15%;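 also: untransfected CHO-K1 host cells lacking M1 receptor as counterscreen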
CHO-K1 Ca antag – counter-screen for M1 antagonists: effect in parental CHO-K1 cells | AID 602250 | 360,000 compounds, 0.6% hits | inhibition, % at 3 µM | ATP-induced calcium, Fluo-8 fluorescence;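 active = inhibition above a per-plate cutoff, the plate's mean sample inhibition plus 3 SD, cut at about 24% in these data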;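 also: 0% = DMSO plus EC80 ATP and 100% = DMSO alone without ATP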
CHO-K1 Ca PAM – counter-screen for M1 PAMs: effect in parental CHO-K1 cells. 360,000 compounds, 0.02% hits. activation, % at 3 µM. ATP EC20, Fluo-8 calcium fluorescence; 0% at ATP EC20, 100% at ATP max;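 active = activation above the run cutoff, the mean activation of all test compounds plus 3 SD, cut at about 40% in these data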;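 also: peak over basal fluorescence ratio in a 140 s read after ATP addition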
CHO parental Ca – signal in parental CHO cells, OX1R antagonist counter-screen. AID 463079. inhibition, % at 5.6 µM. parental CHO-K1, ATP-induced calcium, Fluo-8 fluorescence. 330,000 compounds, 0.63% hits;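 active = inhibition above that plate's mean sample inhibition plus 3 SD, cut at about 26% in these data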;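 also: 0% = ATP-challenged DMSO wells and 100% = DMSO wells without ATP; some compounds past the cut are filed as inactive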
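Assay system: parental CHO cells; Read-out basis: percent inhibition of ATP-evoked calcium rise, normalized to controls; Benchmarks: ATP and no-ATP DMSO wells; Compound dosing: single nominal dose of 5.6 µM per compound; Signal: Fluo-8 calcium dye fluorescence; Also added: ATP as calcium-mobilizing challenge; Repeats: singlicate.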
* hit, by the source's call; . = not tested or not shown.

SMILES | OXTR potentiator | TAAR1 antag | M1 ag | TAAR1 agonist | V1aR counter | CHO-K1 Ca ag | CHO-K1 Ca antag | CHO-K1 Ca PAM | CHO parental Ca
CCCC(=O)NCCCc1nc2ccccc2n1C(C)C | -2 | -7 | -5 | 6 | -0.7 | 0.8 | -7 | 22 | 2
CN(C)CC(C)(C)NS(=O)(=O)c1ccc(Cl)cc1 | -3 | -11 | -3 | 1 | 0.0 | 0.1 | 8 | -11 | 4
CCCn1c(C)cc(/C=C(\C#N)C(=O)OCC(=O)Nc2cccc(S(N)(=O)=O)c2)c1C | -5 | 9 | -4 | 0 | -0.2 | -0.6 | -10 | -7 | -28
CCCn1c(C(O)c2ccc(OC)c(OC)c2)nc2ccccc21 (stereo unspecified) | -9 | 3 | -2 | 3 | 2.1 | 1.2 | -3 | 21 | -4
COC(=O)C1CC(=O)c2sccc2C1 (stereo unspecified) | -4 | -21 | -1 | 4 | -0.3 | 2.5 | 0 | 21 | 1
Cc1cc(NC(=O)CCN2C(=O)/C(=C/c3ccccc3Cl)SC2=S)no1 | -4 | 6 | -4 | 4 | 2.4 | 0.8 | 10 | -11 | -17
CCOc1ccc(C2C3=C(CCCC3=O)OC(N)=C2[N+](=O)[O-])cc1 (stereo unspecified) | 1 | -27 | -6 | 15 | 0.3 | 0.0 | -2 | 10 | -9
N#CC1=C(N)OC2=C(C(=O)CC(c3ccco3)C2)C1c1ccc(OCc2c(F)cccc2Cl)cc1 (stereo unspecified) | -10 | 4 | -3 | 7 | 0.1 | 0.0 | 8 | 10 | -9
C/C(CC(=O)Nc1ccc(OCc2ccccc2)cc1)=N\NC(=O)C(=O)Nc1ccccc1C | -8 | 2 | -5 | 0 | -1.1 | 0.9 | 0 | 6 | -13
Cc1cccc(C2CC(c3ccc(Cl)cc3)Nc3nc(N)nn32)c1 (stereo unspecified) | -14 | 5 | -1 | 13 | 3.0 | 5.5 | 15 | 13 | -4
Cc1ccccc1-c1cc2nc(NCc3ccccc3)n(C)c(=O)c2s1 | . | 15 | -2 | -1 | . | 0.7 | -8 | 9 | .
O=C(Nn1cnnc1)c1ccc(Cl)c(Cl)c1 | -11 | -32 | -3 | 1 | -0.8 | 0.2 | -9 | 13 | 8
CCOc1ccc(CCNC(=O)c2cc3sccc3n2CC)cc1OCC | -12 | 1 | -1 | 0 | -0.6 | 0.7 | 10 | 3 | -21
C/C(=N/NC(=O)c1ccc(-c2ccccc2)cc1)c1cccc(O)c1 | . | 30 | -2 | 0 | . | 0.8 | 12 | -6 | .
CCCCn1c(N)c(N(Cc2ccccc2OC)C(=O)COc2ccc(C)cc2)c(=O)[nH]c1=O | -7 | -31 | -3 | 12 | -0.4 | 0.2 | 7 | 0 | -15
COCCn1c(=O)[nH]c2cc(C(=O)Nc3ccc(OC)c(Cl)c3)ccc2c1=O | 0 | . | 0 | . | 2.8 | 0.1 | -7 | 19 | -15
CC(Oc1ccc(Cl)cc1Cl)C(=O)OCC(=O)c1c(N)n(C)c(=O)n(C)c1=O (stereo unspecified) | -10 | 14 | -1 | 11 | 5.6 | 3.0 | -25 | -9 | -18
CC(NC(=O)c1ccccc1)c1nnc(SCC(=O)Nc2nnc(C3CC3)s2)n1C (stereo unspecified) | -5 | -18 | -3 | -1 | 0.1 | 0.0 | 3 | 2 | -23
C=CCn1cc(C(=O)NCc2ccc3c(c2)OCO3)c(=O)c2cc(S(=O)(=O)N(CC)CC)ccc21 | . | 5 | -9 | -1 | . | 0.1 | 0 | -4 | .
CC1(c2cccc(Br)c2)NC(=O)N(CC(=O)Nc2ccc3c(c2)OCO3)C1=O (stereo unspecified) | -5 | 16 | 2 | 5 | 2.6 | 1.2 | 15 | -24 | -8
O=C(O)c1ccc(N2C(=O)C3C4c5ccccc5C(Br)(c5ccccc54)C3C2=O)cc1 (stereo unspecified) | -17 | 0 | -3 | 4 | -1.1 | -0.1 | -5 | 8 | 7
O=S1(=O)N[C@@H](Cc2ccccc2)COc2cc(Br)ccc21 | . | -8 | -7 | 3 | . | 0.0 | -1 | -1 | -13
COc1ccc(/C=C/C(=O)NCCOc2ccccc2OC)cc1 | -8 | 5 | -7 | -1 | 0.0 | 1.1 | -3 | 22 | -3
Cc1cccc(C)c1NC(=O)NC1(C(=O)N2CCOCC2)CCCCC1 | -11 | -2 | -4 | -1 | 0.0 | 1.6 | -15 | -12 | 7
COc1cc2c(c(O)c1OC)C1Cc3ccc(OC)c(OC)c3CN1CC2 (stereo unspecified) | . | -9 | -8 | 2 | . | 0.3 | 0 | 2 | .
Cc1nn(C)cc1S(=O)(=O)Nc1ccc(C(F)(F)F)cc1 | 4 | 5 | -1 | 1 | 1.9 | 1.7 | 17 | -18 | -5
Fc1ccc(C2Nc3cccc4cccc(c34)N2)cc1 | -10 | 0 | 0 | 0 | 1.0 | 0.3 | -13 | 9 | 6
CCN(CC)c1ccc(NC(=O)COC(=O)CCC(=O)c2cccs2)cc1 | -3 | -18 | -6 | 4 | 0.0 | 0.6 | -25 | 20 | -14
CCOC(=O)C1CCN(C(=O)CC2C(=O)N(Cc3ccccc3)C(C)c3nc4ccccc4n32)CC1 (stereo unspecified) | -7 | 8 | -5 | 13 | 1.6 | 1.2 | -8 | 14 | -8
CC1(c2ccc3ccccc3c2)NC(=O)N(CC(=O)NCC(C)(C)N2CCOCC2)C1=O (stereo unspecified) | 1 | -7 | -6 | 1 | -0.5 | 0.2 | 4 | -6 | -12
Cc1ccc2c(c1)c1c(c(=O)n(-c3ccccc3C)c(=O)n1CC(=O)NCC1CCCO1)n2C (stereo unspecified) | -4 | 12 | -2 | 3 | 0.7 | 1.7 | -8 | -7 | -10
CCS(=O)(=O)c1nc(S(=O)(=O)c2ccc(C)cc2)c(N2CCCC(C)C2)s1 (stereo unspecified) | -12 | 20 | -8 | 0 | -0.6 | 0.0 | -7 | 13 | -3
O=C(NC(Cc1ccccc1)C(=O)N1CCN(S(=O)(=O)c2ccccc2)CC1)c1ccccc1 (stereo unspecified) | -16 | 38 | -2 | 8 | 0.0 | 3.1 | 11 | -12 | -29
C[C@@H](O)CC#Cc1ccc2oc(=O)c(-n3cc(-c4ccsc4)nn3)cc2c1 | -1 | 14 | -3 | 7 | 1.1 | -0.6 | 4 | 7 | -21
O=C(c1cc(COc2ccc3c(c2)CCCC3)on1)N1CCCC1 | -9 | -15 | -4 | 0 | 0.7 | 1.3 | -5 | 4 | 6
CCOC(=O)c1c(NC(=O)Cn2c(C)nc3ccccc32)sc2c1CCC2 | -14 | 2 | -2 | 10 | 0.5 | 0.2 | 0 | 7 | -27
C/C(Cl)=C/Cn1c(N2CCCC2)nc2c1c(=O)n(C)c(=O)n2C | -7 | 0 | -1 | 8 | 0.1 | -0.3 | 4 | 5 | -22
CCN(C(=O)c1ccc2c(c1)OCO2)C12CC3CC(CC(C3)C1)C2 | -5 | -8 | 1 | 10 | 0.0 | 1.0 | -17 | 23 | -23
CC(O)CN(C)CC/C=C1/c2ccccc2CSc2ccccc21 (stereo unspecified) | -8 | 8 | -10 | -2 | 6.5 | 0.5 | 8 | -7 | -16
CN(CC(=O)O/N=C(\N)c1ccccn1)S(=O)(=O)c1ccccc1 | 4 | 1 | -3 | 4 | 0.4 | 0.8 | -7 | 19 | -5
C=CCn1c(COc2ccccc2OC)nc2ccccc21 | -5 | -1 | -4 | 0 | 0.2 | 1.5 | -7 | -9 | -18
O=C(O)CCCC(=O)Nc1cccc(C(F)(F)F)c1 | -8 | 3 | -3 | 7 | 1.5 | 0.7 | -16 | 27 | -9
CCOc1ccc(N(CC(=O)Nc2cccc(F)c2)S(=O)(=O)c2c(C)noc2C)cc1 | -7 | -11 | -4 | -1 | 1.2 | 1.4 | 7 | 16 | 18
O=S(=O)(c1ccccc1)N1CCN(C(=S)NCCc2ccccc2)CC1 | -6 | 2 | -2 | 4 | 4.4 | 3.0 | -10 | 4 | -6
COc1ccc(NC(=O)CN(C)C(=O)Cc2coc3cc(C)c(C)cc23)cc1 | -5 | 6 | -4 | 0 | -0.6 | 0.3 | 0 | -18 | -1
NC(=O)CSc1ncc(-c2ccc([N+](=O)[O-])cc2)[nH]1 | -1 | -8 | -4 | 2 | 0.2 | -0.1 | -10 | -1 | -2
Cc1ccc(C)n1Cc1ccccc1Cl | -8 | 14 | -2 | 4 | -0.5 | 0.3 | -2 | 13 | -1
CC(C)NCCOCCSc1ccc(Cl)cc1 | -1 | 0 | -3 | 1 | 2.7 | 0.6 | -5 | 11 | -18
COc1cccc(C2CCCN2Cc2nc(-c3cnccn3)no2)c1 (stereo unspecified) | -8 | -3 | -4 | -1 | -1.0 | 0.7 | -8 | 10 | -16
CS(=O)(=O)N(CC(=O)N1CCCCCC1)c1ccc2c(c1)OCCO2 | -1 | -8 | -6 | 3 | 1.5 | 0.3 | -3 | 6 | -5
N#Cc1cccc(Oc2ccc(-c3cnc4ccccc4n3)cc2)c1C#N | -8 | 8 | -7 | 4 | 2.1 | 0.9 | -4 | 10 | -5
Cc1c(C)c([N+](=O)[O-])c(C)c(C)c1N | . | 5 | -6 | 0 | . | -0.1 | -8 | -7 | .
O=C(C1CCN(S(=O)(=O)c2cccc3nsnc23)CC1)N1CCc2ccccc21 | -3 | 15 | -3 | 8 | 1.0 | 1.9 | -8 | 18 | -17
CCOc1cc(OCC)cc(C(=O)Nc2cccnc2)c1 | 0 | 9 | -3 | 1 | -0.8 | 1.5 | -17 | 16 | -6
CC(C)C[C@H]1CNC(=O)C(=O)N1CC1CCN(CCC(C)c2ccccc2)CC1 (stereo partly specified) | . | -4 | -11 | 2 | . | 0.6 | 0 | 14 | .

Single records (already shown).
Cc1c(C)c([N+](=O)[O-])c(C)c(C)c1N is listed with OXTR potentiator = .; TAAR1 antag = 5; M1 ag = -6; TAAR1 agonist = 0; V1aR counter = .; CHO-K1 Ca ag = -0.1; CHO-K1 Ca antag = -8; CHO-K1 Ca PAM = -7; CHO parental Ca = .
COc1cccc(C2CCCN2Cc2nc(-c3cnccn3)no2)c1 (stereo unspecified) is listed with OXTR potentiator = -8; TAAR1 antag = -3; M1 ag = -4; TAAR1 agonist = -1; V1aR counter = -1.0; CHO-K1 Ca ag = 0.7; CHO-K1 Ca antag = -8; CHO-K1 Ca PAM = 10; CHO parental Ca = -16
